GPR55 antagonists: inhibition of LPI-stimulated GPR55 beta-arrestin translocation – imaging, U2OS, beta-arrestin-GFP, LPI agonist, primary screen (AID 2013). actives 0.13% (n = 290,000). inhibition, % at 10 µM, or IC50 in µM where a hit was titrated. U2OS GPR55 beta-arrestin-GFP translocation imaging, LPI antagonism; higher % means a stronger effect;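 active = spots per cell inhibited over 60%, with over 100 cells counted and total cytoplasm intensity under 500,000; inconclusive = wells with under 100 cells, flagged as likely toxic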;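 also: U2OS cells stably carrying GPR55 and arrestin-GFP stimulated by 5 µM LPI near EC80; imaged beta-arrestin-GFP aggregate spots per cell after agonist stimulation; plate controls were LPI-stimulated DMSO wells for no effect and DMSO wells without LPI for full effect; some results filed as inactive read as strong as hits; confirmed hits need IC50 under 10 µM and bright autofluorescent wells are also inconclusive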
GPR35 antagonists: GPR35 antagonists blocking zaprinast-driven arrestin recruitment, primary screen, imaging, U2OS, beta-arrestin-GFP, zaprinast agonist (AID 2058); inhibition, % at 10 µM, or IC50 in µM where a hit was titrated; U2OS GPR35 beta-arrestin-GFP translocation imaging, zaprinast antagonism; higher % means a stronger effect; actives 0.052% (n = 290,000);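 active = inhibition of at least 50% with at least 30 cells and total cytoplasm GFP at most 10,000,000; inconclusive = under 30 cells or total GFP of 10,000,000 plus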
HIV peptide binding: inhibitors of HIV fusion peptide binding, primary screen, biochemical, uHTS, fluorescence dequenching (AID 1986); one-dose inhibition, % at 20 µM; IC50 in µM for titrated hits; cell-free peptide binding, fluorescence dequenching, 30 min; higher % means a stronger effect; actives 0.3% (n = 290,000); in the data active = inhibition mostly above about 52%, no sharp cut-off; inactive = mostly below about 76%; also: some results filed as inactive read as strong as hits
RSV antiviral HEp-2: RSV antiviral activity via CPE protection, HEp-2 cells, primary 10 µM value included (AID 2391) | HEp-2 cells, RSV-induced CPE inhibition; higher % means a stronger effect | one-dose CPE inhibition, % at 10 µM; IC50 in µM for titrated hits | actives 0.13% (n = 310,000); in the data active = a potency from the dose series; inconclusive = CPE inhibition mostly from about 23% at the one dose, without a potency; inactive = the rest, 99 in 100 with CPE inhibition below about 21%; also: strong numbers were not always called active
Dengue-2 NS5 capping: flavivirus cap methylation enzyme inhibition – biochemical, confirmation dose response, primary screen (AID 588689); one-dose inhibition, % at 25 µM; IC50 in µM for titrated hits; Dengue-2 NS5 methyltransferase capping enzyme assay, biochemical; higher % means a stronger effect; actives 0.3% (n = 340,000); in the data active = a potency from the dose series; inconclusive = inhibition above about 29% without an active follow-up result
K1F lysis inhibition: protection from phage-mediated lysis, alamar blue read-out – E. coli UTI89, K1F phage, bacterial capsule biogenesis inhibitors (AID 488966); E. coli UTI89 K1F phage lysis, alamar blue, 2 h; higher % means a stronger effect; inhibition, % at 100 µM, or IC50 in µM where a hit was titrated; actives 0.02% (n = 340,000);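 active = phage lysis inhibition, versus mean bacterial control, above a set limit; inconclusive = no clear call, values can overlap the other calls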;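 also: capsule biogenesis inhibitors block K1F phage lysis so surviving cells raise fluorescence; higher fluorescence means more inhibition of phage lysis; actives were called in the ten point dose series up to 300 µM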
Salmonella PhoP GFP: PhoP-dependent GFP reporter repression – Salmonella Typhimurium, primary screen (AID 1863); S. Typhimurium PhoP-regulated promoter GFP reporter, 4 h; higher % means a stronger effect; inhibition, % at 50 µM; hits with a dose series show IC50 in µM; actives 0.16% (n = 300,000);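 active = inhibition over 29.93%, a cutoff 3 SD above the screen mean, later confirmed by dose response; inconclusive = inhibition over 29.93% but no dose response follow-up; inactive = inhibition at most 29.93% or unconfirmed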;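 also: 0% = low Mg2+ inducing control and 100% = high Mg2+ repressing control; strong numbers were not always called active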
SV40 large T antigen: TAg ATPase/helicase activity blockers – biochemical (AID 1903) | actives 0.39% (n = 310,000) | inhibition, % at 20 µM; hits with a dose series show IC50 in µM | SV40 large T antigen ATPase/helicase inhibition assay; higher % means a stronger effect; in the data active = a potency from the dose series; inconclusive = inhibition mostly from about 32% at the one dose, without a potency; inactive = the rest, 99 in 100 with inhibition below about 32%; also: strong numbers were not always called active
MgcRacGAP inhibition: MgcRacGAP GTPase-activating activity inhibitors, confirmation, biochemical, ADP Hunter fluorescence | MgcRacGAP-stimulated Rac1 GTP hydrolysis, ADP Hunter fluorescence; higher % means a stronger effect; GST-tagged Rac1 F28L mutant substrate | one-dose inhibition, % at 30 µM; IC50 in µM for titrated hits | actives 0.6% (n = 340,000) | AID 624330;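 active = first-screen hits whose inhibition reached a set limit at any dose in the follow-up dose series; inconclusive = inhibition above the set first-screen limit but never retested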;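 also: fluorescence reports GDP produced by GAP-driven GTP hydrolysis; strong numbers were not always called active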
Active calls of the source: *; ? = inconclusive; . = no result given; [ ] = another dose, or the depositor's remark.

mol,GPR55 antagonists,GPR35 antagonists,HIV peptide binding,RSV antiviral HEp-2,Dengue-2 NS5 capping,K1F lysis inhibition,Salmonella PhoP GFP,SV40 large T antigen,MgcRacGAP inhibition
Cc1ccc2nc(C)c(Cl)c(=O)n2c1,8%,15%,2.6%,0.7%,-12%,-0.1%,23%,-16%,6%
CCN(Cc1ccccc1)C(=O)c1ccc(CNS(=O)(=O)c2ccc(C)cc2)cc1,-2%,-8%,-0.5%,5.3%,-11%,-0.6%[50 µM],8%,8%,3%
Cc1cc(=O)oc2c3c(cc(OCC(=O)NCc4ccccn4)c12)OC(C)(C)CC3,9%,-11%,-0.2%,2.4%,-1%,11%,.,.,7%
Cc1ccc(N=C2NC(=O)CC(C(=O)Nc3ccc4c(c3)OCO4)S2)cc1 (centres undefined),-16%,-13%,0.4%,-0.4%,-5%,0.4%,-7%,0%,3%
CC(=O)c1ccc(NC(=O)Oc2ccccc2)cc1,5%,-10%,1.1%,1.4%,-14%,0.1%,-10%,-2%,9%
CCn1c2ccccc2c2cc(NC(=O)COC(=O)Cc3cn4ccsc4n3)ccc21,6%,0%,-2.8%,.,-4%,0.1%,-7%,8%,9%
CC(=O)c1c(O)cc(O)c(C(C)=O)c1O,7%,6%,3.7%,0.4%,12%,-0.5%,-1%,13%,2%
COCCNC(=O)CN(C(=O)Cn1nnc2ccccc21)c1ccc(C)cc1,6%,17%,-0.9%,1.2%,-10%,0.7%,7%,-4%,99%
COc1cccc(N/C(SCc2cccc([N+](=O)[O-])c2)=C(/C#N)C(=O)NCc2cccs2)c1,2%,-5%,1.8%,10%,1%,0.3%,5%,2%,7%
Cc1cc(C(=O)Nc2ccc([N+](=O)[O-])cn2)cs1,-4%,6%,-1.4%,15%,-7%,0.1%,9%,4%,7%
O=C(C1CCC(CNc2c(N3CCCCC3)c(=O)c2=O)CC1)N1CCN(c2ccccn2)CC1 (centres undefined),0%,-17%,0.8%,-0.1%,-3%,0.3%,.,.,6%
CCOCCCNC(=O)CNC(=S)N(Cc1ccccc1F)C1CCCCC1,-15%,-11%,-0.2%,-1.1%,0%,3.9%,-4%,2%,5%
O=C(c1cncc(Br)c1)N1CCN(S(=O)(=O)c2ccccc2C(F)(F)F)CC1,1%,-4%,-0.7%,0.7%,-1%,0.4%,-1%,5%,5%
COc1ccc(NC(=O)c2nc[nH]c2C(=O)N[C@@H](CC(C)C)C(=O)OC(C)(C)C)cc1,-1%,2%,-1.3%,-0.3%,5%,0.8%,5%,3%,-3%
COC(=O)c1ccc(CSc2ccc3nnc(-c4ccc(OC)c(OC)c4)n3n2)o1,.,.,.,3.3%,-8%,0.1%,.,10%,10%
Cc1ccc(NS(=O)(=O)c2cccc3nsnc23)cc1C,0%,-2%,1.7%,3.6%,0%,0.2%[50 µM],4%,3%,.
CC(C)(C)n1nnnc1C(c1cccc(C#N)c1)N1CCC(Cc2ccccc2)CC1 (centres undefined),2%,1%,54%,2.8%,1%,2.3%,-3%,-5%,-1%
CCC(C)NS(=O)(=O)c1ccc(OCC(=O)NCC2CCCO2)cc1 (centres undefined),3%,14%,-3.3%,1.3%,-4%,-2.6%,6%,2%,0%
CC(C)NCC(=O)C12CC3CC(CC(C3)C1)C2,-6%,-13%,-0.4%,1.0%,-1%,-0.2%,-4%,23%,-6%
O=C(NC(Cc1ccccc1)C(=O)N1CCCC1C(=O)O)c1ccccc1 (centres undefined),5%,-11%,-0.8%,2.7%,0%,0.5%,-6%,11%,7%
O=S1(=O)CC(O)C(N=Nc2c(O)n(Cc3ccccc3)c3ccccc23)C1 (centres undefined),7%,13%,-1.1%,1.7%,-9%,0.0%,-7%,4%,4%
COc1ccc(OC)c(C2/C(=C(/O)c3ccccc3)C(=O)C(=O)N2Cc2ccco2)c1 (centres undefined),0%,7%,2.1%,1.1%,-8%,0.5%,15%,14%,6%
CCCCNCCCOc1cccc(Cl)c1Cl,17%,9%,-0.6%,-4.0%,-1%,1.5%,30%,0%,0%
CCN1CCN(CC(=O)Nc2ccc(OC(F)(F)F)cc2)CC1,8%,2%,1.1%,-0.1%,0%,0.1%,9%,23%,?
CN(C1=C(N2CCCCC2)C(=O)c2ccccc2C1=O)c1ccccc1,23%,-15%,-7.0%,3.8%,-3%,0.7%,13%,25%,8%

Additional records
mol,GPR55 antagonists,GPR35 antagonists,HIV peptide binding,RSV antiviral HEp-2,Dengue-2 NS5 capping,K1F lysis inhibition,Salmonella PhoP GFP,SV40 large T antigen,MgcRacGAP inhibition
CCOC(=O)/C(C#N)=C1\CCCN1CC(N)=S,7%,15%,0.7%,0.7%,1%,0.2%,7%,14%,15%
CC(C)N(C(=O)Cn1c(Cl)nc2ccccc21)C(C)C,-2%,9%,1.2%,-0.4%,-5%,-0.1%,2%,14%,0%
O=C(C1CCC(Cn2c(=S)[nH]c3ccccc3c2=O)CC1)N1CCOCC1 (centres undefined),15%,-7%,-3.5%,0.3%,-10%,0.2%,1%,7%,7%
c1coc(Cn2nnnc2CN2CCN(C3CCCCC3)CC2)c1,13%,0%,-1.1%,1.0%,-8%,5.4%,-8%,1%,12%
CC1(C)NC(=O)N(CC(O)CN(c2ccccc2)S(=O)(=O)c2ccc([N+](=O)[O-])cc2)C1=O (centres undefined),-6%,-5%,0.2%,0.6%,-5%,0.4%[50 µM],7%,4%,11%
NS(=O)(=O)c1ccc(CNC(=O)c2cccc(Oc3ccccc3)c2)cc1,-8%,-11%,-0.8%,1.4%,1%,0.0%,18%,5%,1%
Cc1cc[n+](-c2[nH]c(=O)sc2/C=N/NC(=O)c2ccccc2[O-])cc1C,8%,-9%,19%,1.6%,18%,3.6%,-4%,11%,17%
COC(=O)CCNC(=O)c1ccc2nc(Cc3ccc(OC)cc3)oc2c1,.,.,.,0.3%,-3%,-0.5%,9%,-1%,-12%
Cc1ccc(-c2noc(-c3ccccc3C(=O)N3CCOCC3)n2)cc1,-3%,-5%,2.9%,1.7%,3%,1.1%,-2%,2%,5%
CN(Cc1ccccc1)S(=O)(=O)c1cccc2nsnc12,12%,-7%,-0.2%,-1.1%,.,0.7%,-9%,4%,2%
COc1ccc(-c2nc3ncccc3n2O)cc1,4%,20%,-0.3%,-0.2%,-7%,0.0%,30%,-4%,.
CCN(CCn1cccn1)C(=O)c1cc(COc2c(F)cccc2F)on1,14%,11%,0.3%,1.3%,-11%,-0.1%,1%,11%,-4%
COc1cc(OC)cc(C(=O)NN(CCC#N)C2=NS(=O)(=O)c3ccccc32)c1,3%,-4%,1.1%,0.5%,-2%,1.6%[50 µM],4%,4%,10%
Cc1ccc(CSCC(=O)NCc2ccc(F)cc2)cc1,-2%,-15%,2.2%,0.6%,8%,3.7%,2%,8%,-1%
CN1CCN(c2ccccc2NC(=O)c2ccc(F)cc2)CC1,1%,4%,-0.3%,0.3%,5%,0.2%,-3%,19%,11%
Cc1ccc(-c2c(C)sc(=NC(=O)c3ccco3)n2C)cc1,5%,4%,-1.8%,5.3%,-5%,0.9%[50 µM],2%,8%,3%
CC(=O)N1CCc2c(sc(NC(=O)Cc3ccccc3)c2C#N)C1,12%,3%,-0.7%,2.0%,-5%,0.5%,-10%,7%,-3%
CC(NC(=O)COC(=O)c1ccc(Cl)cc1O)c1ccc(F)cc1 (centres undefined),-7%,-17%,2.7%,0.5%,-1%,0.6%,-13%,9%,7%
O=C(NN1C(=O)C2C3C=CC(C4CC34)C2C1=O)c1ccc(Cl)c(Cl)c1 (centres undefined),6%,2%,0.6%,2.6%,0%,3.3%,4%,-1%,6%
O=C(COC(=O)c1c2c(nc3ccccc13)/C(=C/c1cccc([N+](=O)[O-])c1)CCC2)NC1CCS(=O)(=O)C1 (centres undefined),5%,5%,0.6%,?,-1%,0.0%,-5%,-4%,3%
CCn1c(SCc2cc(=O)[nH]c3ccccc23)nnc1C1CC1,9%,5%,3.2%,1.8%,-2%,3.7%,-6%,7%,6%
O=C(C1=C[C@@H](c2ccccc2)C[C@@H](OCc2ccc(CO)cc2)O1)N1CCN(Cc2ccc3c(c2)OCO3)CC1,-2%,-16%,3.3%,1.2%,0%,-0.7%,-2%,5%,4%
C/C(=N\Nc1cc(C(F)(F)F)ccc1Cl)c1ccncc1,0%,-5%,-0.2%,?,-5%,-0.6%,0%,8%,5%
CCc1noc(C)c1C(=O)N1CCCC(C(=O)c2ccc(OC)c(F)c2)C1 (centres undefined),1%,9%,-1.9%,-0.3%,-10%,1.0%,2%,53%,2%
CCSc1nnc(NC(=O)CSc2nc3c(c(=O)n2C)SC(C)C3)s1 (centres undefined),7%,23%,1.4%,3.4%,-6%,0.1%[50 µM],-9%,3%,6%

The list goes on.
mol,GPR55 antagonists,GPR35 antagonists,HIV peptide binding,RSV antiviral HEp-2,Dengue-2 NS5 capping,K1F lysis inhibition,Salmonella PhoP GFP,SV40 large T antigen,MgcRacGAP inhibition
Cc1cc(C)nc(NC2=NCC(=O)N2c2cccc(Cl)c2)n1,12%,0%,0.0%,1.0%,-10%,0.2%,16%,-3%,7%
CCCCCC(=O)Nc1cccc(C2=NOC3(C2)C[C@H](C(N)=O)N(C(=O)CC#N)C3)c1 (some centres undefined),22%,-1%,7.7%,.,.,.,-7%,.,.
CCOc1ccc(C(=O)NC(=S)Nc2cccnc2)cc1[N+](=O)[O-],14%,-9%,2.5%,0.8%,-5%,-0.7%,-5%,2%,11%
COC(=O)c1cc(S(=O)(=O)N(C)C2CCCCC2)c[nH]1,15%,33%,-0.4%,3.2%,-9%,0.2%,-4%,0%,-1%
CCOC(=O)N1CCN(C(=O)c2cc(OCC)c(OCC)c(OCC)c2)CC1,1%,-14%,1.2%,-0.4%,-9%,-0.5%,.,.,-16%
Cc1nn(-c2ccccc2Cl)c(Cl)c1/C=N/Nc1nc2ccccc2s1,2%,-11%,1.4%,4.6%,0%,2.6%,-3%,9%,2%
COc1ccc(C2CC(c3ccc(C)cc3)=NN2C(=O)c2ccccc2)cc1 (centres undefined),13%,14%,-1.3%,3.8%,-5%,0.4%,5%,20%,10%
